AID inh – Primary qHTS assay for inhibitors of Activation Induced Cytidine Deaminase (AID): AID signal; Potency, µM (series often up to 115 µM), inactives show at the highest dose activity change, negative = inhibition, most hits filed as inhibitors; AID 1347428, 2020; AID deamination FRET fluorescence, UDG-coupled, 4 h; Single-stranded DNA cytosine deaminase (Homo sapiens), Q9GZX7; 91,000 tested, 0.32% active; further: nearly all actives have a fitted effect of over 25% in size
Target sequence (Q9GZX7 whole entry, looked up): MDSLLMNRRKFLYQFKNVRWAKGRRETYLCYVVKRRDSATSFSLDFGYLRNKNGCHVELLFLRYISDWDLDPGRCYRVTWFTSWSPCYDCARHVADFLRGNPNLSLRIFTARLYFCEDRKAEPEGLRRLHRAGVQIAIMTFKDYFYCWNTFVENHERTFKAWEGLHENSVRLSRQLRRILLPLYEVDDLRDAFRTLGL
UDG counter – Primary qHTS assay for inhibitors of Activation Induced Cytidine Deaminase (AID): UDG Counterscreen signal; Uracil-DNA glycosylase; FRET deamination/UDG coupled assay, UDG read, 4 h; Potency, µM (titrated, usually from 115 µM), for inactives: top-dose activity change, negative = inhibition, actives largely listed as inhibitors; 91,000 tested, 0.14% active; further: nearly all actives have a fitted effect of over 65% in size
* marks the source's active call; other numbers are inactive results; & = joins results of further samples; [ ] = another dose, or the depositor's remark. The call rests on the fitted dose curve; in most records, active means well fitted curve in the direction sought with a large enough effect; inconclusive means small, poorly fitted or top-dose-only effect, or another doubt; inactive means no such curve, though single readings can be large; an effect the other way counts as inactive or inconclusive. On the % scale 0 is the no-effect control and ±100 the full control effect; potency means the concentration at half of the fitted maximal effect.

CCc1cc(C(=O)N/N=C/c2ccncc2)cs1 was read as AID inh -5.8% and UDG counter 3.7%.
For C=Cc1ccc(Cn2c(C(=O)O)c(CNCc3cc(Br)ccc3OC)c3ccc(C)cc32)cc1 the results were AID inh 5.2% and UDG counter inconclusive.
For O=C(c1ccc(Cn2cncn2)cc1)N1CCN(c2cccc(Cl)c2)CC1 the results were AID inh -10.0% and UDG counter -5.3%.
`CSc1ccc(Cl)c(C(=O)Nc2ccc3c(c2)CCC3)c1` gave AID inh -4.7% and UDG counter -4.1%.
CC(C)Cc1nnc(NC(=O)c2cccc3c2ccn3C)s1 was read as AID inh 6.0% and UDG counter -4.6%.
For CCn1cc(C(=O)NCCC(C)C)c(=O)c2cc(S(=O)(=O)N(C)C3CCCCC3)ccc21 the results were AID inh -14.0% and UDG counter -0.4%.
O=[N+]([O-])c1ccc(Cl)nc1 was read as AID inh -1.3% and UDG counter 0.5%.
Screening CCCNc1nc2ccccc2nc1C(=O)Nc1ccccc1 returned AID inh 5.3% and UDG counter 4.6%.
`Cc1ccc(NC(=O)CSc2nc(=O)cc(N)n2-c2ccccc2)cc1` gave AID inh -8.4% and UDG counter 0.9%.
Screening O=S1(=O)NCC(O)c2sccc21 (configuration not stated) returned AID inh 22.4% and UDG counter 2.9%.
`O=c1c2sc3ccccc3c2n(Cc2ccccc2F)c(=O)n1CCc1ccccc1` gave AID inh -11.3% and UDG counter -4.9%.
`O=C(NCCC1=CCCCC1)C1CCN(C(=O)N2CCOc3ccc(Cl)cc32)CC1` gave AID inh inconclusive and UDG counter 5.1%.
For Cl/C(=C/c1ccc(Cl)cc1)c1ncc(-c2ccc(Cl)cc2)o1 the results were AID inh 35.0%[activator] and UDG counter -2.6%.
Screening Cc1ccc(C(=O)C(CC(=O)c2ccccc2)S(=O)(=O)c2ccc(C)cc2)cc1 (configuration not stated) returned AID inh 1.2% and UDG counter -12.9%.
For CCOC(=O)C(C#N)C1(Cc2ccccc2)CCOC(C)(C)C1 (configuration not stated) the results were AID inh 0.2% and UDG counter 6.6%.
COC(=O)c1ccc(Cn2nc(-c3ccc(C)cc3)ccc2=O)cc1 was read as AID inh 5.3% and UDG counter 7.6%.
CC(=O)c1c(C)[nH]c(C(=O)C(C)OC(=O)c2ccc(F)cc2F)c1C (configuration not stated) was read as AID inh -0.4% and UDG counter 2.9%.
CCCOc1ccc(C(=O)Nc2ccc3oc(-c4ccc(N(C)C)cc4)nc3c2)cc1 was read as AID inh 72.8%[activator] and UDG counter -1.7%.
CCCc1nc(-c2ccc(-c3ccc(Cl)cc3)nc2OC)no1 was read as AID inh -9.7% and UDG counter 3.0%.
Screening Cc1ccccc1CNC(=O)CC(C)C returned AID inh -3.4% and UDG counter -7.2%.
`COc1cc(OC)c(C(=O)OCC(=O)Nc2ccccc2C(C)=O)cc1OC` gave AID inh -11.1% and UDG counter 0.0%.
Screening C/C=C/Cn1c(Br)nc2c1c(=O)[nH]c(=O)n2C returned AID inh 2.8% and UDG counter 0.6%.
`Cc1ccc2c(=O)cc(C(=O)NCCc3ccc(S(N)(=O)=O)cc3)oc2c1` gave AID inh -12.9% and UDG counter -6.7%.
For O=C(NCCCc1nc2ccccc2n1Cc1ccccc1Cl)C1CCCCC1 the results were AID inh -3.5% and UDG counter inconclusive.
For CC(=O)N1CCN(C(=O)c2cccc3c(=O)c(C)c(-c4ccccc4)oc23)CC1 the results were AID inh 1.2% and UDG counter 3.7%.
Screening CN(C1CCCCC1)S(=O)(=O)c1ccc2c(c1)c(=O)c(C(=O)NCc1ccccc1Cl)cn2C returned AID inh -9.1%[57.5 µM] and UDG counter -1.0%[57.5 µM].
`CC(=O)Nc1cc(F)c(F)cc1NC(=O)CCc1c[nH]c2ccccc12` gave AID inh 1.5% and UDG counter -15.0%.
For O=C(CN1C(=O)COc2ccc(S(=O)(=O)N3CCOCC3)cc21)N1CCN(c2ccc(F)cc2)CC1 the results were AID inh inconclusive and UDG counter 11.5%.
Screening CCN(CC)C(=S)SC(C(=O)c1ccccc1)c1ccccc1 (configuration not stated) returned AID inh -10.6% and UDG counter -7.3%.
`CCCCCn1nc(C(=O)Nc2ccccc2F)c2ccccc2c1=O` gave AID inh -7.1% and UDG counter -10.4%.
`CC(=O)OCC(=O)[C@@]1(O)CC[C@H]2[C@@H]3CCC4=CC(=O)CC[C@]4(C)[C@H]3C(=O)C[C@@]21C` gave AID inh 3.7% and UDG counter 2.3%.
CCc1ccc(C(=O)C(C)n2cnc3c2c(=O)n(C)c(=O)n3C)cc1 (configuration not stated) was read as AID inh 0.3% and UDG counter 5.4%.
Screening CCOC(=O)c1ccccc1NC(=O)CSc1nc(=O)[nH]c2c1CCCC2 returned AID inh 8.5% and UDG counter 9.7%.
Screening Cn1nnnc1SCCCNCc1ccccc1OCc1ccccc1Cl returned AID inh inconclusive and UDG counter -15.2%.
Screening O=C(CCC(=O)N1CC2CCCN2c2ccccc21)NCc1ccc(Cl)cc1 (configuration not stated) returned AID inh -14.5% and UDG counter -3.4%.
Screening CCN(CC)c1ccc2nc3c(=O)n(C)c(=O)n(C)c3nc2c1 returned AID inh 340.7%[activator] and UDG counter 2.7%.
Cc1nc(S(=O)(=O)N2CCOCC2)c(C#N)c(C)c1Cl was read as AID inh -13.5% and UDG counter 4.1%.
Screening COC(=O)c1ccc(CNC(=O)C2CC2)cc1 returned AID inh -1.8% and UDG counter 4.8%.
CONC(=O)c1ccccc1Cc1ccccc1 was read as AID inh 3.9% and UDG counter 0.7%.
Screening Clc1ccc(-c2nc(N3CCCCC3)c3ccccc3n2)cc1 returned AID inh 3.6% and UDG counter 11.3%.
`COc1ccc(C(c2ccc(C)o2)c2ccc(C)o2)c(OC)c1` gave AID inh -4.1% and UDG counter -6.8%.
O=C(Nc1cc(C(F)(F)F)ccc1Cl)c1nc2ccccc2nc1N1CCCCC1 was read as AID inh 13.4% and UDG counter -22.5%.
`O=C(C1CC=CCC1)N1CCN(Cc2ccccc2)CC1` (configuration not stated) gave AID inh 5.0% and UDG counter 4.0%.
For O=C(NC(=O)c1ccccc1)Nc1cccc(Cl)c1 the results were AID inh 0.8% and UDG counter 0.0%.
O=c1cc(-c2ccc(Cl)cc2)oc2cc(O)ccc12 was read as AID inh -5.5% and UDG counter -5.3%.
Screening CCOCCCNC(=O)C1CCCC(C(=O)NCCCOCC)C1 (configuration not stated) returned AID inh -2.2% and UDG counter 2.4%.
Screening CCC(=O)N1CCc2cc(S(=O)(=O)NC(Cc3ccccc3)C(=O)Nc3cccc(OC)c3)ccc21 (configuration not stated) returned AID inh inconclusive and UDG counter 2.5%.
`O=C(CSc1n[nH]c(-c2ccccc2Cl)n1)N1CCN(c2ccccc2F)CC1` gave AID inh 6.1% and UDG counter 24.9%.

Grouped by structure, the entries above with an aryl methoxy group.
For C=Cc1ccc(Cn2c(C(=O)O)c(CNCc3cc(Br)ccc3OC)c3ccc(C)cc32)cc1 the results were AID inh 5.2% and UDG counter inconclusive.
CCCc1nc(-c2ccc(-c3ccc(Cl)cc3)nc2OC)no1 was read as AID inh -9.7% and UDG counter 3.0%.
`COc1cc(OC)c(C(=O)OCC(=O)Nc2ccccc2C(C)=O)cc1OC` gave AID inh -11.1% and UDG counter 0.0%.
`COc1ccc(C(c2ccc(C)o2)c2ccc(C)o2)c(OC)c1` gave AID inh -4.1% and UDG counter -6.8%.
Screening CCC(=O)N1CCc2cc(S(=O)(=O)NC(Cc3ccccc3)C(=O)Nc3cccc(OC)c3)ccc21 (configuration not stated) returned AID inh inconclusive and UDG counter 2.5%.

(more compounds)
For CCc1ccc(-c2csc(-c3nc(-c4ccc(C)cc4C)cs3)n2)cc1 the results were AID inh -6.0% and UDG counter -2.4%.
Screening CCOC(=O)c1ccc(NC(=O)/C(C#N)=C/c2ccc(OC)cc2)cc1 returned AID inh 16.1%[57.5 µM] and UDG counter 1.9%[57.5 µM].
CCOc1ccc(-c2nc(C#N)c(NC3CC3)o2)cc1 was read as AID inh -15.5% and UDG counter -4.5%.
Screening COc1ccc(C)cc1S(=O)(=O)Nc1cccc(-c2ccc(N3CCC(C)CC3)nn2)c1 returned AID inh 2.9% and UDG counter 22.5%.
`CC1C(c2ccc(Cl)cc2)=[N+]([O-])C(C)(C)N1O` (configuration not stated) gave AID inh -1.7% and UDG counter -2.5%.
CCCN(C(=O)Cn1ncc2c([nH]c3ccccc32)c1=O)c1ccc(F)cc1 was read as AID inh -2.7% and UDG counter -20.4%[57.5 µM].
COc1ccc(C(=C(Cl)Cl)c2ccc(OC)cc2)cc1 was read as AID inh -13.8% and UDG counter -6.5%.
CC(C)(C(=O)Nc1cccc(OCCS(C)(=O)=O)c1)c1ccccc1 was read as AID inh -3.2% and UDG counter 3.4%.
Screening COc1ccc(C(=O)NCC(c2ccc(N(C)C)cc2)N2CCc3ccccc32)c(OC)c1 (configuration not stated) returned AID inh 0.4% and UDG counter 7.0%.
`CCOC(=O)c1c(C)[nH]c(C)c1S(=O)(=O)N(C)CC(=O)Nc1ccc(C)cc1Br` gave AID inh -5.9% and UDG counter 9.7%.
For CCOc1ccc(-c2noc(-c3nnn(-c4ccc(C(C)C)cc4)c3N)n2)cc1 the results were AID inh -10.3% and UDG counter -16.7%.
Screening CCN1C(C(=O)c2ccccc2)=C(OC(=O)c2ccc(Cl)cc2)c2ccccc2S1(=O)=O returned AID inh -21.6% and UDG counter 5.8%.
`CCSc1ncc(Cl)c(C(=O)N(Cc2ccc(N(C)C)cc2)Cc2ccco2)n1` gave AID inh inconclusive and UDG counter -16.8%.
For CC(C)(C)OC(=O)N1CCC(c2c(C(=O)N3CCN(C(=O)c4ccco4)CC3)cnn2-c2ccccc2)CC1 the results were AID inh 6.0% and UDG counter -8.6%.
Screening COc1ccc(CCNc2ncnc3c2cnn3-c2cc(Cl)ccc2C)cc1 returned AID inh inconclusive and UDG counter -4.9%.
`O=C(O)c1ccc(/C=C/c2nc3cc(Cl)ccc3o2)cc1` gave AID inh 2.8% and UDG counter 0.4%.
Cc1ccc(C(C)NS(=O)(=O)C2=Cc3ccccc3CC2)o1 (configuration not stated) was read as AID inh 43.1%[activator] and UDG counter -18.2%.
`CSc1ccccc1NC(=O)c1csc(C)c1C` gave AID inh -7.6% and UDG counter -8.0%.
COC(=O)c1sc(S(=O)(=O)Nc2ccccc2Br)c(C(=O)OC)c1C was read as AID inh -3.4% and UDG counter 0.4%.
CCOC(=O)C1=CN(c2ccc(F)cc2)C=C(C(=O)OCC)C1c1ccc2c(c1)OCO2 was read as AID inh -22.8% and UDG counter -3.4%.
For COc1ccc(CN(Cc2ccco2)C(=O)COc2ccccc2OC)cc1 the results were AID inh -25.9% and UDG counter 1.0%[57.5 µM].
Cc1nn(CC(=O)Nc2ccc(C(C)C)cc2)c(=O)c2c(C)n(-c3ccc(Cl)cc3)nc12 was read as AID inh -21.0% and UDG counter -8.7%.
CCOc1ccc(C(=O)Nc2ccc(Cl)c(-c3nc4cc(C)cc(C)c4o3)c2)cc1 was read as AID inh 12.2% and UDG counter 9.8%.
CC(C)c1ccc(NC(=O)CCCn2cnc3c2c(=O)n(C)c(=O)n3C)cc1 was read as AID inh -7.7% and UDG counter 5.3%.

Four records picked at random from those above:
COC(=O)c1sc(S(=O)(=O)Nc2ccccc2Br)c(C(=O)OC)c1C was read as AID inh -3.4% and UDG counter 0.4%.
Cc1ccc(C(C)NS(=O)(=O)C2=Cc3ccccc3CC2)o1 (configuration not stated) was read as AID inh 43.1%[activator] and UDG counter -18.2%.
CC(C)c1ccc(NC(=O)CCCn2cnc3c2c(=O)n(C)c(=O)n3C)cc1 was read as AID inh -7.7% and UDG counter 5.3%.
For CC(C)(C)OC(=O)N1CCC(c2c(C(=O)N3CCN(C(=O)c4ccco4)CC3)cnn2-c2ccccc2)CC1 the results were AID inh 6.0% and UDG counter -8.6%.

(next part)
`CC(NC(C)c1ccccc1Cl)c1ccc(F)cc1` (configuration not stated) gave AID inh -7.3% and UDG counter 0.7%.
CCCC12CN3CC(CCC)(CN(C1)C3c1ccccc1)C2=O (configuration not stated) was read as AID inh -14.2%&9.2% and UDG counter 3.9%&-7.6%.
`CCOc1ccccc1NC(=O)c1sc2nc(C)cc(C)c2c1N` gave AID inh 25.3% and UDG counter 17.1%.
For CCc1ccc(NC(=O)c2ccc(F)c(S(=O)(=O)N(C)C3CCCCC3)c2)cc1 the results were AID inh -21.4% and UDG counter -10.4%.
C=CCn1c(CC)nc2ccccc21 was read as AID inh -5.9% and UDG counter 4.3%.
CSc1ccc(/C=C2\N=C(c3ccc(C)cc3)OC2=O)cc1 was read as AID inh 2.0% and UDG counter 1.1%.
For CCOC(=O)c1ccccc1NC(=O)CCc1nc(-c2ccc(C)cc2)no1 the results were AID inh -17.9% and UDG counter -7.2%.
COCCNC(=O)COc1ccc2c(C)cc(=O)oc2c1 was read as AID inh -4.3% and UDG counter -0.1%.
O=C(O)c1ccc2c(c1)oc1ccccc12 was read as AID inh -0.5% and UDG counter 1.3%.
For CCC(C(=O)N1CCN(c2cccc(C)c2C)CC1)n1nc(C)c2sc3ccccc3c2c1=O (configuration not stated) the results were AID inh -2.8% and UDG counter -0.2%.
Screening Cc1ccc(C#N)c(=O)n1CC(=O)Nc1ccccc1C(F)(F)F returned AID inh 24.2% and UDG counter -9.5%.
For COC(=O)C1C(=O)CC(C)(O)C(C(=O)OC)C1c1cccc(F)c1 (configuration not stated) the results were AID inh 6.0% and UDG counter 4.4%.

High-throughput results deposited in PubChem BioAssay by National Center for Advancing Translational Sciences (NCATS).

These rows are one share of the data (hit frequency here may not be typical).
